Screens (PubChem BioAssay)
RNase H inhibition – RNase H inhibition, HIV 1 Gag Pol polyprotein, FRET biochemical assay, screening (AID 372). HIV-1 RT RNase H, FRET RNA/DNA substrate fluorescence; higher % means a stronger effect. inhibition, % at 10 µM, or IC50 in µM where a hit was titrated. hit rate 0.77% among 100,000; in the data active = inhibition above about 50%
The depositor's hits bear a star. This is a subset. The share of hits here may be higher or lower than overall.

SMILES	RNase H inhibition
COC(=O)c1ccc(C2C(C(=O)OC3CCCC3)=C(C)NC3=C2C(=O)CC(C)(C)C3)cc1 (stereo not given)	10.0%
CCSCCOC(=O)C1=C(C)NC2=C(C(=O)CCC2)C1c1ccc(C(=O)OC)cc1 (stereo not given)	19.0%
O=C(Nc1ccccc1Oc1ccccc1)c1cc2cc([N+](=O)[O-])ccc2oc1=O	11.0%
COc1ccc(O)c(-c2c(-c3ccc(Cl)cc3)n[nH]c2C)c1	22.0%
CC1=C(C(=O)OCC(F)(F)F)C(c2ccc(F)cc2)NC(=O)N1 (stereo not given)	4.0%
CCOC(=O)C(CCC(=O)CC(C)C)C(=O)OCC	0.0%
Cc1cccc(-c2nc3cc(NC(=S)NC(=O)c4ccc(Cl)cc4)ccc3o2)c1	31.0%
COc1cc(C=NCCCN2CCOCC2)ccc1O	5.0%
Cc1ccc(O)c(C(O)c2ccc(Br)cc2)c1 (stereo not given)	17.0%
CCOc1ccc(C(=O)NC(=S)Nc2ccc(C)cc2)cc1Br	11.0%
CC(C)C(=O)Nc1ccccc1C(F)(F)F	5.0%
COC(=O)c1sc(NC(=O)/C=C/c2c(Cl)cccc2Cl)c(C(=O)OC)c1C	43.0%
O=C(Nc1cccnc1)c1ccccc1Oc1ccccc1	0.0%
COc1ccc(/C=N/n2cnnc2)cc1COc1ccccn1	0.0%
Cc1cc(OCC(=O)Nc2ccc(Cl)c(C(F)(F)F)c2)ccc1Cl	24.0%
COC(=O)C1=C(C)N(Cc2cccnc2)C(=O)/C1=C\c1ccc(Cl)c(Cl)c1	17.0%
O=C(NCc1ccco1)c1cc2nc(-c3ccc(F)cc3)cc(C(F)(F)F)n2n1	8.0%
Nc1nnc(COc2ccc(Cl)cc2)s1	1.0%
O=C(Nc1cc(C(F)(F)F)cc(C(F)(F)F)c1)c1cccc([N+](=O)[O-])c1	2.0%
CSc1nnc2n(-c3ccc(C)cc3)c(=O)c3c4c(sc3n12)CCCC4	6.0%
CS/C(N)=N\N=C\c1cc(C)cc(/C=N/N=C(/N)SC)c1O	10.0%
Cc1ccc(/C(=C\CN2CCCC2)c2ccccn2)cc1	9.0%
CC(=O)Nc1cccc(N=Cc2cc(Cl)cc(Br)c2O)c1	20.0%
O=S(=O)(c1ccc2ccccc2c1)N1CCC(Cc2ccccc2)CC1	5.0%
O=C(O)CCCN1C(=O)C(=O)/C(=C(\O)c2ccc([N+](=O)[O-])cc2)C1c1ccc(Cl)cc1 (stereo not given)	6.0%

Reprinted from the part before: 6 entries, followed by the next part.
SMILES	RNase H inhibition
CSc1nnc2n(-c3ccc(C)cc3)c(=O)c3c4c(sc3n12)CCCC4	6.0%
CS/C(N)=N\N=C\c1cc(C)cc(/C=N/N=C(/N)SC)c1O	10.0%
Cc1ccc(/C(=C\CN2CCCC2)c2ccccn2)cc1	9.0%
CC(=O)Nc1cccc(N=Cc2cc(Cl)cc(Br)c2O)c1	20.0%
O=S(=O)(c1ccc2ccccc2c1)N1CCC(Cc2ccccc2)CC1	5.0%
O=C(O)CCCN1C(=O)C(=O)/C(=C(\O)c2ccc([N+](=O)[O-])cc2)C1c1ccc(Cl)cc1 (stereo not given)	6.0%
COc1ccc(NC(=O)/C(C#N)=C\c2ccc(-c3ccc(Br)cc3)o2)cc1	10.0%
COc1ccc(NC(=O)COc2cccc3ccccc23)c(OC)c1	10.0%
O=C(/C=C/c1ccc(Cl)cc1Cl)NC1CC2CCC1C2 (stereo not given)	9.0%
Cc1ccc(/C=C/C(=O)Nc2cccc3ncccc23)o1	16.0%
O=C1C2C3c4ccccc4C(C(=O)O)(c4ccccc43)C2C(=O)N1c1ccc2ccccc2c1 (stereo not given)	6.0%
COc1ccc(NC(=O)CCCN2C(=O)c3cccc4cccc(c34)C2=O)cc1	23.0%
Cc1csc(NS(=O)(=O)c2cccc(Cl)c2)n1	12.0%
CCN(CC)CCN=Cc1c(O)n(-c2cccc3ccccc23)c(=O)[nH]c1=O	0.0%
c1ccc(CNCCN2CCNCC2)nc1	0.0%
Fc1ccc(CN2CCN(Cc3cccnc3)CC2)cc1	1.0%
COc1ccc(CNC(=O)CN(c2cc(C)ccc2OC)S(C)(=O)=O)cc1	9.0%
COc1ccc2c(c1OC)C(=O)OC2Nc1cccc(C)n1 (stereo not given)	15.0%
COc1ccc(OC)c(NC(=O)c2sc3ccccc3c2Cl)c1	13.0%
CCN(C(=O)c1ccccc1Cl)c1ccccc1	3.0%
N#C/C(=C\c1ccc(F)cc1)c1nn(CCO)c(N)c1C#N	6.0%
Cc1ccc(/C=C2\SC(=S)N(CCC(=O)Nc3cc([N+](=O)[O-])ccc3O)C2=O)cc1	0.0%
COc1ccc(-n2c(O)c(/C=N/n3cnnc3)c3ccccc3c2=O)cc1	3.0%
O=C(Nc1ccccc1Cl)c1cncc(Br)c1	0.0%
COc1ccc(S(=O)(=O)Nc2ccc(Cl)c(Cl)c2)cc1	5.0%
CCSCCOC(=O)C1=C(C)NC2=C(C(=O)CC(C)(C)C2)C1c1cccc(C)c1 (stereo not given)	5.0%
O=C1CC(N2CCN(c3ccc(F)cc3)CC2)C(=O)N1c1cc(Cl)cc(Cl)c1 (stereo not given)	9.0%
CSc1ccc(/C=c2/sc3nc4cc(C)c(C)cc4n3c2=O)cc1	5.0%
CC(=O)c1ccc(NC2=C(N3CCCCC3)C(=O)c3ccccc3C2=O)cc1	17.0%
O=C1C(=CN2CCN(c3ccc([N+](=O)[O-])cc3)CC2)C(=O)c2ccccc21	13.0%
CC(=O)c1ccc(N2CCN(S(=O)(=O)c3ccccc3)CC2)c(F)c1	12.0%

The last 6 compounds of the part before lead into the next.
SMILES	RNase H inhibition
CCSCCOC(=O)C1=C(C)NC2=C(C(=O)CC(C)(C)C2)C1c1cccc(C)c1 (stereo not given)	5.0%
O=C1CC(N2CCN(c3ccc(F)cc3)CC2)C(=O)N1c1cc(Cl)cc(Cl)c1 (stereo not given)	9.0%
CSc1ccc(/C=c2/sc3nc4cc(C)c(C)cc4n3c2=O)cc1	5.0%
CC(=O)c1ccc(NC2=C(N3CCCCC3)C(=O)c3ccccc3C2=O)cc1	17.0%
O=C1C(=CN2CCN(c3ccc([N+](=O)[O-])cc3)CC2)C(=O)c2ccccc21	13.0%
CC(=O)c1ccc(N2CCN(S(=O)(=O)c3ccccc3)CC2)c(F)c1	12.0%
COc1cc(C2=N/C(=C\c3ccc4c(c3)OCO4)C(=O)O2)cc(OC)c1OC	0.0%
Cc1ccc(/C=N/NC(=O)C(C)Oc2cccc3ccccc23)o1 (stereo not given)	27.0%
Cc1[nH]n(-c2ccc(Br)cc2)c(=O)c1C=Nc1ccc(S(=O)(=O)Nc2nccs2)cc1	8.0%
Cc1cc(C)c(C(=O)Nc2ccc(I)cc2C)c(C)c1	12.0%
Cc1ccc(NC(NC=O)C(Cl)(Cl)Cl)c(C)c1 (stereo not given)	0.0%
Cc1n[nH]c(=S)n(/N=C/c2ccccn2)c1=O	11.0%
CCOC(=O)C(=CNc1cc(Cl)ccc1Cl)C(=O)OCC	15.0%
Cc1nnc(N/N=C/c2ccc(O)cc2)[nH]c1=O	12.0%
CCOC(=O)N1CCN(C(=O)/C(=C\c2cccs2)NC(=O)c2cccs2)CC1	2.0%
C=CCn1c(SCC(N)=O)nc2sc3c(c2c1=O)CC(C)(C)OC3	9.0%
Cc1ccc2c(c1)NC(c1ccc3c(c1)OCO3)C1=C(CC(c3ccccc3)CC1=O)N2 (stereo not given)	10.0%
COc1ccc(/C=N/c2oc(-c3ccccc3)c(-c3ccccc3)c2C#N)cc1	11.0%
COc1cc(/C=C2\C(=O)NC(=S)N(c3ccccc3)C2=O)c([N+](=O)[O-])cc1OC	3.0%
CCN(CC)c1ccc(C2C3=C(CC(C)(C)CC3=O)Nc3ccccc3N2C(=O)c2ccccc2)cc1 (stereo not given)	31.0%
O=C(CN1C(=O)CCC1=O)Nc1ncc([N+](=O)[O-])s1	0.0%
O=C(O)CN1C(c2ccccc2O)Nc2ccc(Br)cc2C1c1ccccc1 (stereo not given)	9.0%
CCCCOC(=O)c1ccc(NC(=S)NC(=O)c2cc(Cl)ccc2OC)cc1	26.0%
C=CCN1C(=O)/C(=C\c2ccc(C(=O)OC)cc2)SC1=S	4.0%
CC(/C=C/c1ccc(Br)cc1)=C\C(=O)O	8.0%
Cc1ccc(S(=O)(=O)Oc2ccc(/C=C3/SC(=S)N(c4ccccc4)C3=O)cc2)cc1	13.0%
COc1ccc(C2=NN(c3nc(-c4ccccc4)c4cc(Cl)ccc4n3)C(c3ccc(OC)cc3)C2)cc1 (stereo not given)	16.0%
CCCOC(=O)C1=C(C)NC2=C(C(=O)CC(c3ccc(OC)cc3)C2)C1c1cc(OC)c(OC)c(OC)c1 (stereo not given)	12.0%
O=C(NCCN1CCN(S(=O)(=O)c2ccccc2)CC1)C(=O)Nc1ccc(F)cc1	11.0%
CCN(CC)C(=O)c1sc(NC(=O)c2ccc(OC)cc2OC)c(C(=O)OC(C)C)c1C	3.0%
Cc1[nH]n(-c2ccccc2)c(=O)c1N=Nc1ccc(Br)cc1	6.0%

Exported as labelled records: four of the compounds above.
structure: COc1cc(/C=C2\C(=O)NC(=S)N(c3ccccc3)C2=O)c([N+](=O)[O-])cc1OC
  RNase H inhibition: 3.0%
structure: CCN(CC)c1ccc(C2C3=C(CC(C)(C)CC3=O)Nc3ccccc3N2C(=O)c2ccccc2)cc1 (stereo not given)
  RNase H inhibition: 31.0%
structure: O=C(CN1C(=O)CCC1=O)Nc1ncc([N+](=O)[O-])s1
  RNase H inhibition: 0.0%
structure: O=C(O)CN1C(c2ccccc2O)Nc2ccc(Br)cc2C1c1ccccc1 (stereo not given)
  RNase H inhibition: 9.0%

(continued)
SMILES	RNase H inhibition
CC(=O)Nc1ccc(S(=O)(=O)Nc2cccc(-c3nc4ccccc4[nH]3)c2)cc1	14.0%
COC(=O)C1C(O)=C(C=NCc2ccccc2)C(=O)CC1(C)C (stereo not given)	3.0%
O=C1NN(c2ccc(Cl)cc2)C(=O)/C1=C\c1ccc(F)cc1	6.0%
COc1ccc(OC)c(S(=O)(=O)NCC2CCCO2)c1 (stereo not given)	6.0%
COc1cc(C(=O)Nc2cc(Cl)cc(Cl)c2)cc(OC)c1OC	3.0%
CC1CC(=O)C2=C(C1)OC(N)=C(C#N)C2c1ccc(Br)s1 (stereo not given)	0.0%
CCOc1ccc(-c2nc3sc4c(c3c(=O)[nH]2)CCCC4)c2ccccc12	0.0%
CC1=C(C(=O)Nc2ccccc2C)C(c2ccccc2Br)NC(=O)N1 (stereo not given)	5.0%
COc1cc(/C=C2\SC(=S)N(C)C2=O)ccc1OC(=O)c1cccc(C)c1	0.0%
COc1cc(/C=C2\SC(=NCc3ccccc3)N(Cc3ccccc3)C2=O)cc(Br)c1O	16.0%
Cc1ccc(-c2nc3ncccc3o2)cc1NC(=O)/C=C/c1ccco1	15.0%
Cc1cc(Cl)c(OCCN2CCCCC2)c(Cl)c1	2.0%
Cc1ccc(S(=O)(=O)Nc2c(C)cc(O)c(Cl)c2C)cc1	12.0%
COc1cccc(OCCCCOc2ncnc3ccccc23)c1	10.0%
Cc1c(Cl)cccc1NC(=O)CSc1nc2ccc(N3C(=O)c4ccc([N+](=O)[O-])cc4C3=O)cc2s1	37.0%
CCOc1ccc(OCCCCOc2ccc(C)cc2C)cc1	13.0%
COc1cc(/C=C2\SC(=S)N(C(CC(=O)O)C(=O)O)C2=O)ccc1O (stereo not given)	4.0%
COc1cccc(C=Nc2cccc(Cl)c2C)c1O	6.0%
CC(=O)C1=C(C)NC(SCc2ccccc2)=C(C#N)C1c1cccs1 (stereo not given)	0.0%
N#Cc1cccc(N=Cc2cc([N+](=O)[O-])ccc2Cl)c1	9.0%
O=C(CC1Sc2ccccc2NC1=O)Nc1cccc(Cl)c1 (stereo not given)	16.0%
COc1ccc2oc(-c3cccc(Br)c3)cc(=O)c2c1	24.0%
COc1ccc(C(=O)Nc2nc(C)cs2)cc1	5.0%
Fc1ccccc1-n1nnnc1SCc1cc2c(cc1Cl)OCO2	7.0%
O=C(O)/C=C/C(=O)NNc1ccccc1[N+](=O)[O-]	0.0%
SMILES	RNase H inhibition
CC(C)COc1ccc(C(=O)NC(C)C2COc3ccccc3O2)cc1 (stereo not given)	13.0%
N#Cc1c(N)nc2c(c1-c1cccc(Br)c1)CCCC2	18.0%
FC(F)(F)C1(C(F)(F)F)N=C1N1CCCCC1	4.0%
Cc1ccc(C(=O)Nc2cccc(Cl)c2Cl)cc1	4.0%
O=[N+]([O-])c1ccc(C(O)CN2CCN(C/C=C/c3ccccc3)CC2)cc1 (stereo not given)	1.0%
CC1(C)Cc2ccccc2-c2nc(NCCO)n(-c3ccccc3)c(=O)c21	7.0%
Cc1cc(-c2ccc(/C=c3\sc4nc5ccccc5n4c3=O)o2)c(C)c([N+](=O)[O-])c1	8.0%
CCN1C(=O)/C(=C\c2ccc(C(=O)O)cc2)SC1=S	6.0%
CCOc1ccc(S(=O)(=O)Oc2ccccc2)cc1	1.0%
COc1cc(/C=C(/C#N)C(=O)Nc2ccc(Cl)cc2)ccc1O	20.0%
COc1ccccc1C(CC(=O)c1ccccc1)CC(=O)c1ccccc1	4.0%
O=C(/C=C/c1ccc(F)cc1)N1CCN(Cc2ccc3c(c2)OCO3)CC1	0.0%
C=CCn1c(Cc2ccccc2)nnc1SCC(O)Cn1c2ccccc2c2ccccc21 (stereo not given)	36.0%
COc1cccc(C2Nc3ccc(C(=O)c4ccccc4)cc3NC3=C2C(=O)CCC3)c1 (stereo not given)	17.0%
O=C(CN1CCCCC1)N/N=C/c1cccs1	11.0%
C(=Nc1ccccc1)c1ccc(OC2CSC2)cc1	10.0%
COc1ccccc1OCCCOc1c(C)cc(C)cc1Br	21.0%
O=C1c2cc(S(=O)(=O)N(CCO)CCO)ccc2-c2ccc(S(=O)(=O)N(CCO)CCO)cc21	4.0%
O=C1c2ccc([N+](=O)[O-])cc2C(=O)N1c1cccc(-c2nc3cc(Cl)ccc3o2)c1	4.0%
O=C(NC(=S)Nc1ncccn1)c1ccc(Cl)cc1Cl	6.0%
NC(=O)c1ccccc1NC(=O)Nc1ccc(Cl)cc1	8.0%
N#C/C(=C/c1ccc(-c2ccccc2C(=O)O)o1)C(=O)Nc1ccc2ccccc2c1	9.0%
Cc1ccc(Nc2nnc(-c3ccc(C(=O)NCCO)cc3)c3ccccc23)c(C)c1	11.0%
COc1ccccc1N=Cc1c(O)n(-c2ccccc2C)c(=O)[nH]c1=O	29.0%
O=C(COc1ccccc1)Nc1ccc(Cl)cc1[N+](=O)[O-]	18.0%
